Bioassay records deposited in PubChem by National Center for Advancing Translational Sciences (NCATS).
KB-3-1 cytotox = qHTS assay for MDR1-selective chemotherapeutics: Primary screen using the parental adenocarcinoma cell KB-3-1; hit rate 1.4% among 400,000; Potency, µM (doses to about 46.1 µM), for inactives: at the top dose activity change, negative = cytotoxic, usual class: cytotoxic; KB-3-1 viability, CellTiter-Glo ATP luminescence, 72 h; AID 1347075, 2019; further: potency means the concentration at half of the fitted maximal effect; on the % scale 0 is the no-effect control and ±100 the full control effect; nearly all actives have a fitted effect of over 60% in size
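Luminescent ATP read-out (CellTiter-Glo) measures survival of drug-naive KB-3-1 cells after 72 h compound exposure at 37 °C. Titration series was screened from lowest to highest concentration, with DMSO vehicle plates as background controls.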
IL-1B inflam inh = qHTS for Inhibitors of Inflammasome Signaling: IL-1-beta AlphaLISA Primary Screen. THP-1 LPS/ATP IL-1B secretion, AlphaLISA, 16 h; hits give low values. activity change, % at 57.5 µM. hit rate 4.7% among 360,000. AID 743279, 2014; in the data active means activity change below about -50%; inconclusive means mostly about -30% to -49%; further: on the % scale 0 is the no-effect control and ±100 the full control effect
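Secreted IL-1B measured by AlphaLISA bead assay after 16 h compound exposure of THP-1 cells; compounds (final up to 57.5 uM) added 1 h before LPS (250 ng/mL) and ATP (1.25 mM) stimulation; lower signal means less secretion.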
ATXN2 expr inh = Primary qHTS for Inhibitors of ATXN expression; HEK-293 ATXN2-luciferase reporter, luminescence, 24 h; Potency, µM (series often up to 57 µM), for inactives: top-dose activity change, negative = inhibition, most hits filed as inhibitors; hit rate 0.72% among 360,000; AID 1745845, 2022; further: potency means the concentration at half of the fitted maximal effect; on the % scale 0 is the no-effect control and ±100 the full control effect; nearly all actives have a fitted effect of over 55% in size
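ATXN2-luciferase reporter cells (luciferase flanked by upstream and downstream ATXN2 gene portions) were treated 24 h at 37 °C with compounds at up to 57 uM. SteadyGlo luminescence gave expression; GF-AFC fluorescence gave viability.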
S2 tox = Viability Counterscreen for Primary qHTS for Inhibitors of ATXN expression; S2 cells (HEK-293 line with an ATXN2-luciferase reporter) viability, CellTiter-Fluor protease fluorescence, 24 h; Potency, µM (highest dose often 56.7 µM), hits mostly cytotoxic; hit rate 0.49% among 400,000; further: potency means the concentration at half of the fitted maximal effect; nearly all actives have a fitted effect of over 40% in size
HT1080-NT tox = qHTS for induction of synthetic lethality in tumor cells producing 2HG: qHTS for the HT-1080-NT fibrosarcoma cell line; HT-1080-NT fibrosarcoma viability, CellTiter-Glo ATP luminescence, 48 h; Potency, µM (highest dose often 46.1 µM), inactives show top-dose activity, negative = less viability, usual class: cytotoxic; AID 686970, 2013; hit rate 1.6% among 360,000;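 further: NT is the 2HG producing partner of a matched IDH1 knockdown line; potency means the concentration at half of the fitted maximal effect; 0% = DMSO-treated cells and -100% = media-only wells without cells; nearly all actives have a fitted effect of over 55% in size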
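Viability by CellTiter-Glo luminescence after 48 h compound exposure at 37C of HT-1080-NT cells (750/well, RPMI, 5% FBS). % activity scaled between DMSO wells and medium-only wells, then curve-fitted and categorized by curve class.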
HT1080 IDH1KD tx = qHTS for induction of synthetic lethality in tumor cells producing 2HG: qHTS for the HT-1080-IDH1KD cell line | HT-1080 IDH1 knockdown viability, ATP luminescence, 48 h | Potency, µM (titrated, usually from 46.1 µM), inactives show at the top dose activity, negative = toxicity, actives largely listed as cytotoxic | hit rate 2% among 360,000 | AID 686971, 2013;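 further: potency means the concentration at half of the fitted maximal effect; 0% = DMSO wells and -100% = cell-free medium wells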
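Using the IDH1-knockdown HT-1080 line run in the same batch and compound series as the NT line, viability after 48 h at 37 °C was determined by CellTiter-Glo luminescence and expressed as % activity.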
MCF10A rerep = A quantitative high throughput screen for small molecules that induce DNA re-replication in MCF 10a normal breast cells; MCF 10A DNA re-replication, Hoechst nuclear intensity, 48 h; Potency, µM (highest dose often 46.1 µM), for the others: at the top dose activity, positive = re-replication, actives largely listed as activators; hit rate 2.9% among 350,000; further: potency means the concentration at half of the fitted maximal effect; % of control where 0% means no effect; nearly all actives have a fitted effect of over 50% in size
SW480 rereplic = A quantitative high throughput screen for small molecules that induce DNA re-replication in SW480 colon adenocarcinoma cells; hit rate 1.8% among 340,000; SW480 DNA re-replication, Hoechst DNA content imaging, 48 h; AID 624297, 2012; Potency, µM (series often up to 46.1 µM), for inactives: at the top dose re-replication activation, hits mostly activators; further: potency means the concentration at half of the fitted maximal effect; % of control where 0% means no effect; nearly all actives have a fitted effect of over 55% in size
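DNA re-replication was detected as more nuclei of elevated Hoechst intensity after 48 hr exposure to compound (23 nL pinned per well of 250 cells).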
KB-V1 cytotox = qHTS assay for MDR1-selective chemotherapeutics: Primary screen using the drug-selected MDR subline cells KB-V1 | KB-V1 MDR cells viability, CellTiter-Glo, 72 h | Potency, µM (titrated, usually from 46.1 µM), for the others: at the top dose activity change, negative = cytotoxicity, hits mostly cytotoxic | hit rate 3.4% among 400,000 | AID 1347076, 2019; further: potency means the concentration at half of the fitted maximal effect; on the % scale 0 is the no-effect control and ±100 the full control effect; nearly all actives have a fitted effect of over 60% in size
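Cytotoxicity toward P-gp-expressing KB-V1 cells was determined as loss of CellTiter-Glo luminescence after 72 h at 37 degrees C. Compounds were tested in quantitative HTS format across a concentration range, with curves fitted to normalized data.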
* = called active by the depositor; i = inactive; u = inconclusive; x = no result given; [ ] = remark or other dose. Unless noted, the call rests on the fitted dose curve; in most records, active means well fitted curve in the direction sought with a large enough effect; inconclusive means small, poorly fitted or top-dose-only effect, or another doubt; inactive means no such curve, though single readings can be large; an effect the other way counts as inactive or inconclusive.

structure,KB-3-1 cytotox,IL-1B inflam inh,ATXN2 expr inh,S2 tox,HT1080-NT tox,HT1080 IDH1KD tx,MCF10A rerep,SW480 rereplic,KB-V1 cytotox
Fc1ccc(-c2onc3ccc(C4OCCO4)cc23)cc1,-1.9%,0.0,x,i,14.1%,7.1%,0.5%,-7.7%,1.5%
Cc1n[nH]c(C)c1S(=O)(=O)N(CC(=O)Nc1ccc2c(c1)OCCO2)c1ccc(C(C)C)cc1,0.0%,-20.5,-9.0%,u,2.0%,1.0%,7.4%,0.1%,-0.7%
CC(C)(C)NC(=O)Cn1c(=O)oc2cc(S(=O)(=O)N3CCc4ccccc43)ccc21,-13.8%,8.2,-1.8%,i,-7.2%,-1.2%,11.6%,16.0%,u
CN(CC(=O)Nc1ccc(F)cc1)C(=O)COc1ccccc1Cc1ccccc1,u,-69.4*,-17.0%,i,-7.8%,-24.1%,u,-0.6%,18.4µM*
CCOC(=O)c1cnc2c(OC)cccc2c1N1CCN(c2ccc(OC)cc2)CC1,-1.6%,-19.4,u,i,-0.7%,2.1%,2.0%,-0.7%,0.0%
O=C1CC(NNC(=O)c2ccccc2)C(=O)N1 (centres undefined),8.7%,0.0,1.5%,i,4.2%,12.1%,-0.5%,1.6%,0.5%
O=C(CCS(=O)(=O)c1ccc(Cl)cc1)Nc1ccccc1Br,-4.5%,24.3,7.7%,i,-7.5%,-2.2%,-6.0%,7.2%,-16.7%
C=CCOc1ccc(C2NC(=O)c3ccccc3O2)cc1 (centres undefined),-6.6%,-14.7,1.8%,i,24.0%,16.3%,9.1%,-2.9%[9.22 µM],6.4%
O=C(O)c1cn(-c2ccccc2)nc1-c1cccnc1,10.1%,4.1,0.8%,i,17.0%,-2.4%,-1.7%,-5.0%,28.0%
O=C(Nc1ccc(Cl)cc1)C(c1ccccc1)N1CCOCC1 (centres undefined),-1.7%,-3.1,x,i,10.2%,4.9%,1.5%,12.4%,12.1%
Oc1csc(Cc2nc(-c3ccccc3F)cs2)n1,-22.5%,73.6,32.1%[activator],i,0.2%,6.8%,-0.8%,5.8%,0.0%
Cc1ccc(Cl)cc1NC(=O)C1CC(=O)Nc2ncnn21 (centres undefined),3.3%,42.0,4.8%,i,2.6%,0.3%,15.1%,-3.8%,16.8%
Cc1c(C(=O)NCc2ccccc2)oc2c1C(=O)CCC2,12.3%,5.0,8.6%,i,-3.2%,-7.1%,-0.9%,-6.3%,-4.7%
O=C(CSc1ccc(-c2cccnc2)nn1)c1ccc([N+](=O)[O-])cc1,5.2%,-10.2,-3.8%,i,20.0%,14.5%,4.9%,0.9%,1.8%
CCc1ccc(NC(=O)CSc2nnc(CNC(=O)c3cccs3)o2)cc1,13.7%,39.4,3.1%,i,-3.6%,4.3%,-3.7%,1.3%,u
Cc1csc2nc(O)c(C(=O)NCCN3CCOCC3)c(=O)n12,-16.6%,-2.4,-6.6%,i,2.6%,1.9%,-30.3%,-4.6%,u
O=C(OCC(=O)c1ccc[nH]1)c1ccc(C(F)(F)F)cc1,u,5.3,4.2%,u,10.3%,23.8%,0.4%,-7.6%,14.0%
Cc1occc1-c1nnc(SCC(=O)Nc2ccccc2)n1C,-1.4%,-13.4,0.2%,i,22.2%,29.2%,-32.2%[inhibitor],-6.8%,-9.0%
COC(=O)C1(C(=O)OC)Sc2ccccc2C1=O,4.5%,0.0,2.8%,i,1.7%,3.1%,5.3%,-6.9%,-2.2%
Cc1ccc(NC(=O)COC(=O)C2(c3ccc(Cl)cc3)CCCC2)cc1,u,u,u,u,u,u,20.6µM*,u,-23.7%

The results go on.
structure,KB-3-1 cytotox,IL-1B inflam inh,ATXN2 expr inh,S2 tox,HT1080-NT tox,HT1080 IDH1KD tx,MCF10A rerep,SW480 rereplic,KB-V1 cytotox
O=C(Nc1ccc(-c2cn3ccsc3n2)cc1)C1CCCC1,-4.6%,1.2,-7.3%,u,-20.5%,u,16.5%,-2.0%,0.0%
Cc1nc(-c2ccncc2)sc1C(=O)Nc1ccc(Br)cc1,u,-10.4,1.4%,i,4.8%,-0.8%,-0.3%,-5.5%,0.0%
Cn1cccc1Cc1nnc(SCC(=O)NC2CCCCC2)n1CCc1ccccc1,0.3%,u,-13.7%,i,-3.6%,-4.2%,20.9%,u,-9.6%
Cc1ccc(-n2c(C)cc(C(=O)CSc3nncs3)c2C)cc1,23.1µM*,-2.9,50.0%[activator],u,u,u,-1.9%,-1.6%,u
COc1ccc(C(=O)Cc2ccc(OC)c(OC)c2)c(OC)c1,8.1%,u,9.9%,u,-8.6%,6.8%,-9.5%,-4.6%,13µM*
CCC(C)NC(=O)CSc1nnc(-c2cc(-c3ccc(C)cc3)nc3ccccc23)n1N (centres undefined),0.3%,-25.4,22.6%,i,-2.3%,-8.5%,17.6%,1.4%,0.0%
Cc1cccc(CN2CCN(Cc3ccc4nonc4c3)CC2CCO)n1 (centres undefined),-14.9%,3.2,x,i,0.0%,0.3%,5.1%,1.3%,-28.9%
COc1ccc(N(CC(=O)NCc2ccccc2)C(=O)CCC(=O)Nc2cc(C)ccn2)c(OC)c1,2.2%,-20.8,-16.7%,i,2.9%,-7.3%,6.6%,-8.6%,7.8%
CNC(=S)NCc1ccc2[nH]c3c(c2c1)CCCC3,19.7%,u,-25.3%,i,-19.5%,4.1%,-4.5%,0.9%,u
COC(=O)/C=C1\S/C(=N/N=C/c2ccco2)NC1=O,1.2%,-7.8,x,u,1.8%,-1.5%,10.4%,-2.0%,19.9%
Cc1cc(C(=O)Cn2cnc3cc(F)ccc3c2=O)c(C)n1C1CC1,-3.0%,25.6,3.2%,i,4.8%,1.8%,-14.8%,-2.1%,2.2%
Cc1ccc(C(C(=O)NC2CCCCC2)N(Cc2cccnc2)C(=O)c2csnn2)cc1 (centres undefined),-6.7%,-6.4,3.1%,i,1.2%,-0.3%,0.5%,-11.6%,-14.7%
C[C@@H]1CN([C@H](C)CO)C(=O)c2cc(Br)cnc2O[C@H]1CN(C)C(=O)CC1CC1,20.2%,7.8,-1.2%,i,5.7%,10.6%,x,x,-0.3%
CCCNC(=O)c1ccc(N2CCC3(CC2)CC(c2cccc(Br)c2)=NO3)c(N)c1,-4.9%,-3.4,0.0%,u,-13.0%,-11.4%,u,u,-3.8%
COc1ccc(Nc2ncc(C#N)c(N)n2)c(OC)c1,-4.3%,16.7,27.6%,i,u,27.0%,-4.9%,2.4%,12.7%
CN(C)C(=O)c1ccc(-c2cc(C(F)(F)F)n(C)n2)s1,-0.2%,0.8,-5.9%,i,7.1%,9.9%,8.1%,-4.1%,0.0%
CCN(CC)CCNC(=O)c1c(C)oc2ncn(C)c(=O)c12,-2.5%,x,3.6%,i,x,x,x,x,-9.4%
CCn1c(CSc2nc(C)cc(C)n2)nnc1SCC(=O)Nc1cccc2ccccc12,1.6%,3.6,2.7%,i,3.7%,7.7%,-4.7%,1.9%,-26.3%
CC(C)(C)C(=O)Nc1ccc(C(=O)Nc2cccc(Oc3ccc(C(=O)O)c(C(=O)O)c3)c2)cc1,-0.2%,16.1,x,x,6.8%,6.4%,-2.9%,-3.8%,10.1%
Oc1cccc(/C=N/N=C/c2cccc(O)c2O)c1O,u,27.1,20.7%,u,-1.8%,-22.7%,12.8%,12.1%,u

(continued)
structure,KB-3-1 cytotox,IL-1B inflam inh,ATXN2 expr inh,S2 tox,HT1080-NT tox,HT1080 IDH1KD tx,MCF10A rerep,SW480 rereplic,KB-V1 cytotox
COc1ccc(S(=O)(=O)N2CCCCC2)cc1NC(=O)CSc1ncccn1,-10.1%,12.4,3.6%,i,2.6%,-6.7%,u,5.2%,8.2%
O=C1CN(C(=O)COC(=O)/C=C/c2ccc(OC(F)F)cc2)c2ccccc2N1,-4.6%,0.0,-6.1%,u,-21.7%,-22.2%,15.9%,-6.2%,-4.5%
COc1cccc(CNC(=O)CCNS(=O)(=O)c2ccc3[nH]c(=O)oc3c2)c1,2.7%,19.9,-5.4%,i,4.1%,-3.7%,-2.5%,2.1%,23.3%
CCOC(=O)C1CCN(C(=O)CN(C)S(=O)(=O)c2ccc3c(c2)c(=O)n(C)c(=O)n3C)CC1,-5.2%,37.4,2.0%,i,6.7%,9.6%,-5.0%,-20.0%,-9.0%
Cc1cc(S(=O)(=O)NC2CCCCC2)ccc1OCC(=O)NCC1CCCO1 (centres undefined),16.8%,9.5,-2.0%,i,-0.3%,-0.5%,3.8%,7.4%,-7.9%
CCN(C(=O)/C=C/c1ccc2c(c1)OCO2)c1ccccc1,-1.0%,-3.9,11.9%,i,21.1%,16.0%,0.2%,0.6%,-4.5%
CC(/C=C1\SC(=S)N(CCC(=O)Nc2ccccc2O)C1=O)=C\c1ccccc1,4.4%,-6.3,2.7%,u,0.6%,2.3%,-3.8%,9.9%,23.1%
Cc1cc(=O)[nH]c(N/N=C/c2ccc(OC(=O)c3ccco3)cc2)n1,1.2%,-9.4,-4.3%,i,8.4%,6.9%,2.4%,2.2%,-2.7%

Limited to MCF10A rerep, HT1080 IDH1KD tx and HT1080-NT tox (2 entries from above):
SMILES,MCF10A rerep,HT1080 IDH1KD tx,HT1080-NT tox
CCOC(=O)C1CCN(C(=O)CN(C)S(=O)(=O)c2ccc3c(c2)c(=O)n(C)c(=O)n3C)CC1,-5.0%,9.6%,6.7%
CCN(C(=O)/C=C/c1ccc2c(c1)OCO2)c1ccccc1,0.2%,16.0%,21.1%
